Source: PubChem (National Center for Advancing Translational Sciences (NCATS))
Vif-A3G inh: blocks the Vif interaction with human APOBEC3G; hit rate 0.076% among 410,000; AID 602310; Potency, µM (series often up to 46.1 µM), without a hit: top-dose activity, negative = active, usual class: inhibitors; HeLa A3G-eYFP + Vif (tagged APOBEC3G with the HIV-1 protein that degrades it), YFP fluorescence, overnight;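 note: potency is the fitted concentration of half-maximal effect; % is set by controls: 0 for no effect and ±100 for the full control effect; nearly all actives have a fitted effect of over 60% in size; hits raise eYFP signal because A3G escapes Vif-driven loss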
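HeLa cells stably expressing Vif and C-terminally eYFP-tagged A3G, seeded overnight at 37 deg C, then exposed to compound by pintool overnight at 37 deg C. Rise in yellow fluorescence (Ex 488/Em 500-530, Acumen) marks blocked Vif-driven A3G degradation.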
LDHA inh: inhibitors of human lactate dehydrogenase A | P00338 | purified LDHA, NADH/diaphorase-resazurin fluorescence; hits give low values | activity change, % (values are at about 110 or 230 µM) | hit rate 0.15% among 480,000 | AID 1347041; in the data active = activity change below about -30%; inconclusive = mostly about -25% to -30%;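 note: plate controls were DMSO wells for no effect and wells without enzyme for full effect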
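LDH5 2 nM; NADH 0.06 mM, pyruvate 0.2 mM; 200 mM Tris pH 7.4, EDTA, Tween-20; 5 min RT. Detection: diaphorase 0.133 mg/mL + resazurin 37 µM, fluorescence ex540/em590 at 0 and 20 min; normalized to enzyme-free and DMSO wells.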
rTrxR1 inhibitor: blocks rat thioredoxin reductase 1; hit rate 1% among 390,000; recombinant rTrxR1, NADPH fluorescence consumption, selenite substrate; Potency, µM (doses to about 114 µM), without a hit: at the top dose activity change, negative = inhibition, most hits filed as inhibitors; AID 588453; note: potency is the fitted concentration of half-maximal effect; % is set by controls: 0 for no effect and ±100 for the full control effect; nearly all actives have a fitted effect of over 65% in size
Target sequence (O89049 whole entry, looked up): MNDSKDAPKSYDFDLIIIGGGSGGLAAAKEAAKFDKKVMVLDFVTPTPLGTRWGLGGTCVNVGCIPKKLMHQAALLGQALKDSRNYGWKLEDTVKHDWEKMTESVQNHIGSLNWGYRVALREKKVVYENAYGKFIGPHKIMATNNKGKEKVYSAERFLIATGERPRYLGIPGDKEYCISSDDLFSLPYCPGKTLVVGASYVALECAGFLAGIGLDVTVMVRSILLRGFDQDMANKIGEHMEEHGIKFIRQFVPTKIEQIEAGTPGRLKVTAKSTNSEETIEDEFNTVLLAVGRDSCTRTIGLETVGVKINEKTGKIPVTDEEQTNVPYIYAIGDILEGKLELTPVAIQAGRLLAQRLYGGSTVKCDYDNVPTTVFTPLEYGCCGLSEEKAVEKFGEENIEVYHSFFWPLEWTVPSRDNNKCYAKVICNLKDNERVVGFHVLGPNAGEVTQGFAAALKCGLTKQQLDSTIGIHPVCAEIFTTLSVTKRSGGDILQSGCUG
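Rat TrxR1 (90 nM in the dispensed reagent) was pre-reduced with 400 uM NADPH for 5 min at room temperature, then incubated with compound for 15 min. After 400 uM selenite was added, NADPH fluorescence (Ex 340/Em 450 nm) was followed for 8 min.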
GRP78 ERSR act: inducers of ER stress response in human glioma cells. U87-MG GRP78 promoter luciferase reporter, 16 h. Potency, µM, for the others: at the highest dose activation, most hits filed as activators. hit rate 0.02% among 420,000. AID 602332; note: potency is the fitted concentration of half-maximal effect; series mostly up to about 76 µM; % of control where 0% means no effect; nearly all actives have a fitted effect of over 35% in size
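Stably transfected U87-MG human glioma cells carrying a GRP78-based luminescent sensor were seeded at 1000 cells/well, pin-dosed with compounds and incubated 16 h. Luciferase reagent was then added, and end-point luminescence was read after 10 min at room temperature.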
RGS4 inhibitor: inhibitors of human regulator of G protein signaling 4; P49798; Transcreener GDP fluorescence polarization, RGS4-accelerated GTP hydrolysis; Potency, µM (highest dose often 114 µM), for inactives: at the highest dose activity change, negative = inhibition, hits mostly inhibitors; hit rate 0.039% among 390,000; AID 504845; note: potency is the fitted concentration of half-maximal effect; % is set by controls: 0 for no effect and ±100 for the full control effect; nearly all actives have a fitted effect of over 75% in size; some results filed as inactive show a strong effect at the top dose
Target sequence (P49798 whole entry, looked up): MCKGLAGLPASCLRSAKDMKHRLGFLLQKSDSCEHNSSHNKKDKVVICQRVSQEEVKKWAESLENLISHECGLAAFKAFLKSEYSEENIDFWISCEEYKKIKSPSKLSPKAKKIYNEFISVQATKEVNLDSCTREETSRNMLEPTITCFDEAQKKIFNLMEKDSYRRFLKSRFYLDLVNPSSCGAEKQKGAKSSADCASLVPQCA
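MLSMR compounds (23 nl, pin-transferred) preincubated 10 min at room temperature with a 500nM (2x) first reagent, then RGS4 at 900nM (2x) plus Transcreener GDP mix added; fluorescence polarization (620/688 nm) read before and after 90 min at 30 °C.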
TrxR1 substrate: is turned over as a substrate by rat TrxR1; AID 588456; Potency, µM (series often up to 114 µM), for inactives: top-dose activity change, negative = substrate turnover; purified TrxR1 substrate turnover, NADPH consumption readout; hit rate 0.01% among 390,000; note: potency is the fitted concentration of half-maximal effect; % is set by controls: 0 for no effect and ±100 for the full control effect; nearly all actives have a fitted effect of over 50% in size
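Rat TrxR1, dispensed at 90 nM, was prereduced with 400 uM NADPH (final) for 5 min at ~22 deg C, then incubated with compound 15 min before 400 uM selenite. A first-read NADPH fluorescence drop versus no-compound background flagged substrates.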
USP1 inh: blocks the human USP1/UAF1 deubiquitinase complex. O94782. recombinant USP1/UAF1, Ub-Rhodamine cleavage fluorescence. Potency, µM (doses to about 57.1 µM), for the others: at the highest dose activity change, negative = inhibition, usual class: inhibitors. hit rate 0.23% among 390,000; note: potency is the fitted concentration of half-maximal effect; % is set by controls: 0 for no effect and ±100 for the full control effect; nearly all actives have a fitted effect of over 60% in size; inactives centre near -12
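Step one: compound is pinned into 1nM USP1/UAF1 in HEPES pH 7.8 buffer with TCEP. Step two: 15 min room-temperature incubation. Step three: Ub-Rho (150nM final) starts cleavage, tracked by fluorescence over six one-minute reads.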
mIDH1 inhibitor: human IDH1 R132H inhibition. AID 602179. Potency, µM (doses to about 76.6 µM), for the others: at the top dose activity change, negative = inhibition, most hits filed as inhibitors. IDH1-R132H enzyme, NADPH consumption, diaphorase/resazurin fluorescence. hit rate 0.093% among 390,000. O75874; note: potency is the fitted concentration of half-maximal effect; % is set by controls: 0 for no effect and ±100 for the full control effect; nearly all actives have a fitted effect of over 65% in size
Target sequence (O75874 whole entry R132H, stated change not applied): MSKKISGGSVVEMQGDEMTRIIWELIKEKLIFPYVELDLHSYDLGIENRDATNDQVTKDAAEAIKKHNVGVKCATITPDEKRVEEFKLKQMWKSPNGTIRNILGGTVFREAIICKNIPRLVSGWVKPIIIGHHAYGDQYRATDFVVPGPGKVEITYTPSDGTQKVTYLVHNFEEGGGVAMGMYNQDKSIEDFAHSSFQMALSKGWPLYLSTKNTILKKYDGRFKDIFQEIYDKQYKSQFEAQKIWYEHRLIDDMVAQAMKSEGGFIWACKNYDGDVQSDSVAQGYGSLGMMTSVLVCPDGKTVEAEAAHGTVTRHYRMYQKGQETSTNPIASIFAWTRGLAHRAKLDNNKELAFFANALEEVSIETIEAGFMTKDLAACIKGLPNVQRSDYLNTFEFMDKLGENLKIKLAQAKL
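IDH1-R132H (0.5 ug/mL) preincubated 30 min with compound, then NADPH (0.016 mM) and alpha-KG (2 mM) added; 80 min at RT, pH 7.5. Remaining NADPH coupled via diaphorase/resazurin to fluorescence (540/590 nm); concentration-response curves normalized to no-enzyme control.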
Vif-A3F inh: inhibitors of Vif-A3F interaction; HeLa A3F-eYFP + Vif (tagged APOBEC3F with the HIV-1 protein that degrades it), YFP fluorescence increase; Potency, µM (highest dose often 46.1 µM), for inactives: at the top dose activity, negative = active; hit rate 0.2% among 390,000; AID 602313; note: potency is the fitted concentration of half-maximal effect; % of control where 0% means no effect; nearly all actives have a fitted effect of over 65% in size
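HeLa cells stably expressing A3F-eYFP plus Vif, plated and incubated overnight at 37 deg C, then exposed to compounds overnight at 37 deg C. Blocked degradation read as raised yellow fluorescence (Ex 488/Em 500-530).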
Active calls of the source: *; ? = inconclusive; / = no result given; & = joins results of further samples; [ ] = dose if it differs, or a comment. Unless noted, calls come from the whole dose curve; as a rule, active = well fitted curve in the direction sought with a large enough effect; inconclusive = small, poorly fitted or top-dose-only effect, or another doubt; inactive = no such curve, though single readings can be large; an effect the other way counts as inactive or inconclusive.

(1) Cc1cc(NS(=O)(=O)c2cccs2)no1
(2) Cc1ccc(C(=O)N2N=C(CC(C)C)CC2(O)C(F)(F)F)o1 (stereo not drawn)
(3) CC1CC(C)(C)CC2(C1)NC(=O)N(CC(=O)Nc1ccc(N3CCCCC3)cc1)C2=O (stereo not drawn)
(4) O=C(N/N=C/c1[nH]c2ccccc2c1Cl)c1cccc(Br)c1
(5) CC(C)n1cnnc1SCC(=O)NCC(=O)Nc1ccc(F)cc1
(6) O=C(CNC(=S)N(Cc1ccccc1F)C1CCCCC1)NCCN1CCOCC1
(7) Cc1ccnc(NC(=O)c2cccc(S(=O)(=O)Nc3ccc(C)cc3C)c2)c1
(8) NS(=O)(=O)c1ccc(NC(=O)CSc2nnc(NC3CC3)s2)cc1
compound no.	1	2	3	4	5	6	7	8
Vif-A3G inh	2%	-1%	-5%	2%	1%	3%	1%	-1%
LDHA inh	-5	0	0	-19	-6	-5	-11	-9
rTrxR1 inhibitor	20%	3%[57.1 µM]	-11%	2%	10%	16%[57.1 µM]	13%	2%
GRP78 ERSR act	-5%	-4%	-2%	-4%	-2%	-3%	-3%	-6%
RGS4 inhibitor	5%	5%	0%	14%	-9%	-6%	4%	13%
TrxR1 substrate	11%	1%[57.1 µM]	-18%	13%	2%	6%	-5%	-7%
USP1 inh	-22%	-24%	-6%	-10%	-14%	-26%	-24%	-16%
mIDH1 inhibitor	-1%	5%	1%	0%	18%	-5%	-3%	2%
Vif-A3F inh	1%	-4%	-23%	14%	4%	-12%	-3%	8%

(9) COc1cc(-c2cc(=O)c3c(C)cc(O)cc3o2)cc(OC)c1OC
(10) COc1ccc(CN2CCC(C(N)=O)CC2)cc1OCc1ccccc1
(11) CCOC(=O)c1sc(N(Cc2ccccc2)C(=O)COC(=O)c2ccc(O)cc2)nc1C
(12) CCCC(C(=O)NCC1CCCO1)N(C(=O)CNS(=O)(=O)c1ccccc1)c1ccc(F)cc1 (stereo not drawn)
(13) COc1ccc(Cl)cc1Nc1nc(-c2sc(NC(=O)c3ccco3)nc2C)cs1
(14) COc1nccnc1NS(=O)(=O)c1ccc(N/C=C2\CCCCC2=O)cc1
(15) CCCCOc1ccc(C(=O)NC)cc1
(16) COC(=O)c1c(-c2ccccc2)noc1-c1ccccc1
compound no.	9	10	11	12	13	14	15	16
Vif-A3G inh	1%	-7%	-8%	1%	-5%	1%	5%	-7%
LDHA inh	-4	-13	-3	-9	1	-7	-1	0
rTrxR1 inhibitor	20%[11.4 µM]	2%	-12%	20%[57.1 µM]	11%	?	7%	28%[57.1 µM]
GRP78 ERSR act	/	-5%	0%	11%	-1%	-4%	5%	-6%
RGS4 inhibitor	?	5%	-10%	3%	-47%	2%	-12%	-8%
TrxR1 substrate	13%[11.4 µM]	-2%	-7%	9%[0.0914 µM]	-4%	-18%	-7%	14%[57.1 µM]
USP1 inh	-18%	-10%	-9%	-15%	-11%	-28%	3%	?
mIDH1 inhibitor	2%	0%	-4%	-2%	5%	-10%	2%	1%
Vif-A3F inh	-2%	3%	-4%	-6%	3%	9%	3%	4%

(17) COc1ccc(-c2noc(N3CCC(C(=O)Nc4ccccc4F)CC3)n2)cc1
(18) COc1ccc(C2CC(=O)Nc3cc(OC)c(OC)cc32)cc1 (stereo not drawn)
(19) COC(=O)C(Cc1ccc(O)cc1)NC(=O)C12CC3CC(CC(C3)C1)C2 (stereo not drawn)
(20) CCOC(=O)c1c(-c2ccccc2)oc2ccc(OCc3ccc(C)cc3)cc12
(21) Cc1cc(=O)n(Cc2c(F)cccc2Cl)c2c1c(C)nn2-c1cccc(F)c1
(22) CC(C)c1ccc(NC(=O)CN2CCN(C(=O)C3CCCO3)CC2)cc1 (stereo not drawn)
(23) Cc1ccc(-n2ncc3c(N4CCC(Cc5ccccc5)CC4)ncnc32)cc1
(24) Cc1nnc(SCC(=O)Nc2ccc3c(c2)OCCO3)s1
compound no.	17	18	19	20	21	22	23	24
Vif-A3G inh	4%	1%	-1%	0%	-3%	-3%	-2%	0%
LDHA inh	-4	0	0	-5	4	-2	-6	2
rTrxR1 inhibitor	8%[57.1 µM]	/	20%	186%[activator]	26%[57.1 µM]	-9%	-1%[57.1 µM]	-8%
GRP78 ERSR act	-1%	-5%	3%	-2%	-4%	-3%	-8%	-3%
RGS4 inhibitor	-5%	/	7%	20%	-31%	10%	-8%	14%
TrxR1 substrate	5%[57.1 µM]	/	0%	230%[activator]	10%[57.1 µM]	-10%	-7%[57.1 µM]	-5%
USP1 inh	-25%	-14%	-15%	-20%	-5%	-2%	?	-8%
mIDH1 inhibitor	-7%	-6%	-6%	-12%	-3%	4%	0%	11%
Vif-A3F inh	-6%	1%	2%	-2%	2%	7%	1%	-1%

Pulled one by one from the entries so far, 2 records:
(13) COc1ccc(Cl)cc1Nc1nc(-c2sc(NC(=O)c3ccco3)nc2C)cs1
(5) CC(C)n1cnnc1SCC(=O)NCC(=O)Nc1ccc(F)cc1
compound no.	13	5
Vif-A3G inh	-5%	1%
LDHA inh	1	-6
rTrxR1 inhibitor	11%	10%
GRP78 ERSR act	-1%	-2%
RGS4 inhibitor	-47%	-9%
TrxR1 substrate	-4%	2%
USP1 inh	-11%	-14%
mIDH1 inhibitor	5%	18%
Vif-A3F inh	3%	4%

Next part:
(25) COc1ccc2nc(N3CCN(C(=O)C4CC4)CC3)sc2c1
(26) Fc1ccccc1/C=N/n1cc(-c2ccccc2)[nH]c1=S
(27) CCOC(=O)c1ccc(NCc2ccncc2)cc1
(28) COc1ccc(NC(=O)CN2CCC(NC(=O)C3CCCCC3)CC2)c([N+](=O)[O-])c1
(29) O=C1Nc2cc(C(=O)N3CCN(c4ccc(F)cc4)CC3)ccc2NC1CSCc1cccc(F)c1 (stereo not drawn)
(30) c1ccc(Cc2nn3c(COc4ccccc4)nnc3s2)cc1
(31) Fc1ccc(-c2nnn3c2nc(NCc2ccccc2)c2ccccc23)cc1
(32) COc1ccc(OC)c(NC(=O)Cn2cc(C(=O)c3ccc(Cl)cc3)c(=O)c3cc(OC)ccc32)c1
compound no.	25	26	27	28	29	30	31	32
Vif-A3G inh	6%	-13%	-2%	0%	-12%	1%	1%&0%	-7%
LDHA inh	0	-18	1	-4	2	-2	-13&-5	2
rTrxR1 inhibitor	8%[57.1 µM]	15%	-20%	-6%	-1%	-19%	23%&26%	2%
GRP78 ERSR act	-1%	2%	-1%	-2%	-7%	2%	-1%&-1%	-3%
RGS4 inhibitor	-28%	-13%	22%	1%	?	?	24%&-6%	-25%
TrxR1 substrate	2%[57.1 µM]	21%	-9%	-8%	-4%	-1%	51%&15%[activator]	-8%
USP1 inh	-19%	-15%	2%	-1%	?	-5%	?	-17%
mIDH1 inhibitor	16%	-9%	1%	-5%	0%	12%	0%&0%	-16%
Vif-A3F inh	-4%	-3%	1%	1%	?	-5%	5%&0%	-4%

(33) Fc1cccc(Nc2c3c(nc4ccccc24)CCC3)c1
(34) COc1ccccc1N=c1oc2c(OC)cccc2cc1C(=O)NCc1ccco1
(35) O=C(NCCCO)c1cc2c(cn1)[nH]c1ccccc12
(36) CCCC(O)(CCN1CCCCC1)c1ccc(OCC)cc1 (stereo not drawn)
compound no.	33	34	35	36
Vif-A3G inh	-5%	-1%	1%	2%
LDHA inh	-2	-4	-1	-1
rTrxR1 inhibitor	-8%[57.1 µM]	26%	6%	50µM*
GRP78 ERSR act	-1%	-3%	2%	-5%
RGS4 inhibitor	21%	7%	12%	10%
TrxR1 substrate	-6%[57.1 µM]	8%	42%[activator]	-3%
USP1 inh	-13%	-16%	-10%	-14%
mIDH1 inhibitor	3%	18%	-2%	-5%
Vif-A3F inh	-3%	-15%	-3%	9%

7 entries from above, ordered by count of non-hydrogen atoms, descending.
(11) CCOC(=O)c1sc(N(Cc2ccccc2)C(=O)COC(=O)c2ccc(O)cc2)nc1C
(6) O=C(CNC(=S)N(Cc1ccccc1F)C1CCCCC1)NCCN1CCOCC1
(23) Cc1ccc(-n2ncc3c(N4CCC(Cc5ccccc5)CC4)ncnc32)cc1
(21) Cc1cc(=O)n(Cc2c(F)cccc2Cl)c2c1c(C)nn2-c1cccc(F)c1
(22) CC(C)c1ccc(NC(=O)CN2CCN(C(=O)C3CCCO3)CC2)cc1 (stereo not drawn)
(24) Cc1nnc(SCC(=O)Nc2ccc3c(c2)OCCO3)s1
(35) O=C(NCCCO)c1cc2c(cn1)[nH]c1ccccc12
compound no.	11	6	23	21	22	24	35
Vif-A3G inh	-8%	3%	-2%	-3%	-3%	0%	1%
LDHA inh	-3	-5	-6	4	-2	2	-1
rTrxR1 inhibitor	-12%	16%[57.1 µM]	-1%[57.1 µM]	26%[57.1 µM]	-9%	-8%	6%
GRP78 ERSR act	0%	-3%	-8%	-4%	-3%	-3%	2%
RGS4 inhibitor	-10%	-6%	-8%	-31%	10%	14%	12%
TrxR1 substrate	-7%	6%	-7%[57.1 µM]	10%[57.1 µM]	-10%	-5%	42%[activator]
USP1 inh	-9%	-26%	?	-5%	-2%	-8%	-10%
mIDH1 inhibitor	-4%	-5%	0%	-3%	4%	11%	-2%
Vif-A3F inh	-4%	-12%	1%	2%	7%	-1%	-3%

The list is partial; the hit share may differ from the screen's.
